Screening data: PubChem, National Center for Advancing Translational Sciences (NCATS)
S-ASM inh: inhibitors of human secretory acid sphingomyelinase. P17405. placental ASM, HMU-PC fluorogenic substrate, 60 min. Potency, µM (top dose mostly 57.5 µM), for the others: top-dose activity change, negative = inhibition, hits mostly inhibitors. 340,000 compounds, 0.006% hits. AID 504937; note: potency is the fitted concentration of half-maximal effect
Target sequence (P17405 47-631 limits assumed): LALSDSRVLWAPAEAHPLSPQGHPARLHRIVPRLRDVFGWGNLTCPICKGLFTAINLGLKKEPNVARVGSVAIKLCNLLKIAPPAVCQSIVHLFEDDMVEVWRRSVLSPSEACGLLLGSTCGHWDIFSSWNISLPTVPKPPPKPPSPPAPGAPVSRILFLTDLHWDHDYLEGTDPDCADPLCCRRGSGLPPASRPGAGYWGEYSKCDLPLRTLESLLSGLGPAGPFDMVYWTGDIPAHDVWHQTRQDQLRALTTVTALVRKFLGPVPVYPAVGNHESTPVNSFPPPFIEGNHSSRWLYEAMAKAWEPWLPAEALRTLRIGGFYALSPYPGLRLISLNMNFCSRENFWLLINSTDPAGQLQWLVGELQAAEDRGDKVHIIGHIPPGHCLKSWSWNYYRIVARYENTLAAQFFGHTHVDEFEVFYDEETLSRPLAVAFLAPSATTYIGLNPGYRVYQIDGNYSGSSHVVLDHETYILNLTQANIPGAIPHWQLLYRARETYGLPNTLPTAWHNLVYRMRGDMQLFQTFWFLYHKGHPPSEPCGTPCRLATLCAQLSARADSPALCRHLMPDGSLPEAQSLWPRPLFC
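HMU-PC0 cleavage (9 uM final) by human placental ASM, 60 min at 37 °C following 10 min compound exposure at RT; stopped at pH 10, fluorescence Ex 386/Em 447 nm.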
A-T KAP1 phos: potential ataxia-telangiectasia treatment; […] A-T fibroblasts, KAP-1 phosphorylation AlphaLISA; neocarzinostatin DNA damage 30 min before lysis; Potency, µM (titrated, usually from 57.5 µM), for inactives: at the highest dose activation, hits mostly activators; 320,000 compounds, 0.19% hits; AID 485349; note: potency is the fitted concentration of half-maximal effect; % of control where 0% means no effect; nearly all actives have a fitted effect of over 45% in size
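hTERT-immortalized A-T patient fibroblasts ([…]), 500 cells/well in OPTI-MEM, 1% FBS, got compounds for 60 min, then NCS for 30 min at 37C. Lysates were then assayed for phospho-KAP-1 by AlphaLISA (anti-pKAP1 donor, anti-KAP1 acceptor beads), 6 hr at 25C.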
Eya2 inh: blocks the phosphatase activity of human Eya2; O00167; recombinant Eya2, OMFP fluorescence dephosphorylation (OMFP is methylfluorescein phosphate); Potency, µM (titrated, usually from 76.9 µM), for inactives: top-dose activity, negative = inhibition, hits mostly inhibitors; 330,000 compounds, 0.006% hits; note: potency is the fitted concentration of half-maximal effect; % is set by controls: 0 for no effect and ±100 for the full control effect
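Eya2 (0.2 uM) preincubated 10 min at ambient with compound, then OMFP substrate added at 50 uM; 10 min reaction in 50 mM HEPES pH 7.5, 50 mM NaCl, 5 uM MgCl2, 0.05% BSA, 1 mM DTT. Fluorescence read at Ex 485/Em 525 nm.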
TCR activator: activators of T cell receptors; primary human leukocytes, anti-CD3, IL-2 HTRF, 48 h; Potency, µM (top dose mostly 9.22 µM), for the others: top-dose activation of IL-2 secretion, hits mostly activators; 330,000 tested, under 10 active; AID 504894; note: % of control where 0% means no effect
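Using a-CD3 beads without co-stimulation, primary human leukocytes were exposed to compounds for 48 hr. An HTRF IL-2 kit measured the cytokine, with europium-to-d2 energy transfer producing emission at 665nm upon 320nm excitation.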
ELG1 repair inh: blocks ELG1-dependent DNA repair in HEK293T cells | HEK293T ELG1-luciferase reporter, luminescence, 16 h; DNA damage induced by 5-fluorouridine | Potency, µM (series often up to 46.1 µM), for the others: at the top dose activity change, negative = inhibition, usual class: inhibitors | 330,000 compounds, 2.3% hits; note: potency is the fitted concentration of half-maximal effect; % is set by controls: 0 for no effect and ±100 for the full control effect; nearly all actives have a fitted effect of over 55% in size
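Overnight (16 hr) co-exposure of 2,000 cells/well to 5-fluorouridine and compound at 37 °C preceded detection. Luciferase was quantified via ONE-Glo luminescence; loss of signal denotes inhibition.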
BCR signal inh: inhibitors of chronic active B-cell receptor signaling; ABC-DLBCL IkBa-CBG/CBR reporter, luminescence ratio, 4 h; Potency, µM (titrated, usually from 46.1 µM), inactives show at the highest dose ratio change, negative = lower green/red ratio, usual class: inhibitors; 340,000 compounds, 0.05% hits; active = well fitted inhibition curve with a large enough effect in the signal ratio, with a control signal flat, not every such curve was filed as active; inconclusive = small, poorly fitted or top-dose-only effect, or effect the other way, or a change in a side signal; the % refers to the signal ratio;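 note: potency is the fitted concentration of half-maximal effect; plate controls were basal doxycycline-induced cells for no effect and cells given 10 µM MG132 for full effect; MG132 reads +100%, hits lower the ratio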
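TMD8 human ABC-DLBCL cells with doxycycline-inducible IκBα–green luciferase fusion and unfused red luciferase, in 0.5% FBS medium; compounds up to 46 uM, 4 h at 37C. Green/red luminescence ratio, filter-overlap corrected, fitted to concentration-response curves.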
TSG101-PTAP inh: blocks PTAP/TSG101 interaction to inhibit HIV-1 budding. Q99816. Potency, µM (series often up to 115 µM), for the others: at the highest dose activity change, negative = inhibition, usual class: inhibitors. 340,000 tested, under 10 active. Fluorescence polarization, FITC-PTAP peptide / Tsg101 binding. AID 493005; active = well fitted inhibition curve with a large enough effect in the main read-out, with a control signal flat, not every such curve was filed as active; inconclusive = small, poorly fitted or top-dose-only effect, or effect the other way, or a change in a side signal; inactive = no such curve, though single readings can be large or run the other way; note: potency is the fitted concentration of half-maximal effect; % of control where 0% means no effect
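Compounds were pin-transferred onto Tsg101 binding domain (10 uM final) in HEPES pH 7.5 buffer, then FITC-PTAP peptide was added at 50 nM final. After 20 min at RT, polarization reported peptide displacement across a qHTS concentration series.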
Mito fusion yeast: inhibitors of mitochondrial division or activators of mitochondrial fusion; S. cerevisiae fusion-defective mutant growth rescue, CellTiterGlo 48 h; Potency, µM (titrated, usually from 46.1 µM), inactives show at the top dose growth rescue (activation), actives largely listed as activators; 320,000 compounds, 0.23% hits;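 note: potency is the fitted concentration of half-maximal effect; % of control where 0% means no effect; nearly all actives have a fitted effect of over 45% in size; temperature-sensitive fusion mutants such as fzo1-1 at 37 °C on non-fermentable ethanol glycerol medium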
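S. cerevisiae fusion-defective temperature-sensitive mutants (e.g. fzo1-1, mgm1-5) grown 48 h at 37C in YPEG (ethanol/glycerol non-fermentable) medium with 23 nl compound per well; growth rescue read as CellTiterGlo luminescence.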
Tb PFK inh: inhibitors of T. brucei phosphofructokinase; T. brucei PFK, ADP-Glo luminescence; 330,000 compounds, 0.17% hits; Potency, µM (doses to about 57.5 µM), inactives show at the highest dose activity, negative = inhibition, usual class: inhibitors;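 note: potency is the fitted concentration of half-maximal effect; 0% = uninhibited 1x PFK enzyme wells and -100% = no-enzyme wells; nearly all actives have a fitted effect of over 60% in size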
Target sequence (O15648 whole entry, looked up): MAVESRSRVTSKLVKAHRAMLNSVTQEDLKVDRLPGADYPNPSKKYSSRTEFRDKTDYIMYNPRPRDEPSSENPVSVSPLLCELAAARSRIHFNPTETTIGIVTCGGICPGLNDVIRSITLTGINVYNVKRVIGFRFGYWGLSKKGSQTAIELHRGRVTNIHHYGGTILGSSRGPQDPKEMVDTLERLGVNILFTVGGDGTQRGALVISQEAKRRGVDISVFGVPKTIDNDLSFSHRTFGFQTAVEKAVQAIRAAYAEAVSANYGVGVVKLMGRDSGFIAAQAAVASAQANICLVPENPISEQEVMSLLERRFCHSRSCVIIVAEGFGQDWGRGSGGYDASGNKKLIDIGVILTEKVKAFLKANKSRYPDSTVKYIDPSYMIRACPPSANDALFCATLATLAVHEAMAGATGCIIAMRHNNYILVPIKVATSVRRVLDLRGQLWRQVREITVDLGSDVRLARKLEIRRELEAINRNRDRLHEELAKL
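Luminescent ADP detection (ADP-Glo, two-step: ATP depletion then ADP-to-ATP conversion for luciferase) reported PFK activity after 45 min room-temperature reaction of 1.25 nM enzyme with 0.5 mM F6P and 0.1 mM ATP at pH 8.0.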
a7 integrin act: integrin-mediated muscular dystrophy alleviation activation | alpha7betagal myoblasts, beta-gal FDG fluorescence, 48 h | Potency, µM (titrated, usually from 38.3 µM), without a hit: top-dose activation, most hits filed as activators | 350,000 compounds, 0.064% hits | AID 624291;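 note: potency is the fitted concentration of half-maximal effect; 100% = response of the positive control SU9516; nearly all actives have a fitted effect of over 60% in size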
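alpha7betagal+/- myoblasts (passage 13, 250/well) treated 48 h at 37C with compounds at 1:260 dilution of DMSO stock. Lysed, then beta-galactosidase activity read as FDG fluorescence (ex 480/em 540) after 30 min, with pre-read for autofluorescence.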
TSHR antag: human thyrotropin receptor antagonism; P16473; TSHR-expressing cells, TSH-stimulated cAMP HTRF, 2 h; hits give low values; activity change, negative = inhibition, % at 11.5 µM; 330,000 compounds, 0.2% hits; AID 504810;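 active = activity change below a set negative limit, meaning inhibition stronger than a set level, cut at about -70% in these data; inconclusive = activity change between two set negative limits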; note: % is set by controls: 0 for no effect and ±100 for the full control effect
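Inhibition of cAMP made by TSHR-expressing cells under TSH stimulation (4nM final, EC80; 2 h, 37 deg C) is quantified with a one-step lysis HTRF kit, anti-cAMP cryptate versus cAMP-d2.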
* hit, by the source's call; ? = inconclusive; nt = no result given; [ ] = another dose, or the depositor's remark. Unless noted, calls come from the whole dose curve; as a rule, active = well fitted curve in the direction sought with a large enough effect; inconclusive = small, poorly fitted or top-dose-only effect, or another doubt; inactive = no such curve, though single readings can be large; an effect the other way counts as inactive or inconclusive.

SMILES	S-ASM inh	A-T KAP1 phos	Eya2 inh	TCR activator	ELG1 repair inh	BCR signal inh	TSG101-PTAP inh	Mito fusion yeast	Tb PFK inh	a7 integrin act	TSHR antag
CC(C)=CCN1CCN(Cc2ccoc2)CC1CCO (centres undefined)	6%	-4%	2%	nt	-4%	0%	-1%	0%	-2%	11%	0
COc1ccc(/C=N/Nc2nc3ccccc3o2)cc1OC	3%	4%	1%	9%	?	12%	0%	-1%	0%	22%	12
Cc1ccc(Nc2ncc(C(=O)NCCCN3CCN(C)CC3)c3ccccc23)cc1Cl	45%	3%	-13%	-1%	0%	-1%	-5%	-3%	-9%	-53%[inhibitor]	1
COc1ccccc1-c1cnnc(N/N=C/c2ccc(-c3cccc(Br)c3)o2)n1	-12%	-5%	-3%	3%[46.1 µM]	8.2µM*	1%	-10%	11%	1%	19%	13
COc1ccc([C@H]2CC(=O)C=C(c3ccc(Oc4ccccc4)cc3)C2)cc1OC	-22%	-10%	5%	-1%	?	-6%	-7%	27%	1%	28%	-43
Cn1c(COc2ccccc2)nnc1SCC(=O)NCc1ccccc1	3%	4%	12%	0%	0%	-6%	-2%	-2%	1%	-13%	-2
COCCCNC(=O)Cn1cc(/C=C(\C#N)C(=O)NC2CC2)c2ccccc21	10%	4%	5%	-7%	-2%	0%	1%	2%	3%	-8%	7
Fc1ccc2nc(Nc3nc4c(s3)CCCC4)sc2c1	18%	-3%	-18%	2%	?	?	4%	-4%	-2%	-46%[inhibitor]	-16
Cc1cccc(NS(=O)(=O)c2cc3c4c(c2)CC(=O)N4CCC3)c1C	0%	2%	-4%	0%	?	6%	-4%	-1%	-4%	18%	2
CCOc1ccccc1Nc1nnc(SCC(=O)N(C)C2CCS(=O)(=O)C2)s1 (centres undefined)	-2%	18%	0%	11%	1%	-1%	-4%	nt	4%	36%	-4
Cc1ccc(-c2nn(-c3ccccc3)cc2C(=O)Nc2ccc(C(=O)O)cc2)cc1	1%	1%	5%	-2%	?	-4%	-6%	-9%	2%	8%	-19
CC(C)(C)OC(=O)C[C@@H]1C/C=C\C[C@H](CC(=O)N(CCO)Cc2ccccc2)C(=O)N[C@H](Cc2ccccc2)COC1=O	-1%	0%	15%	-2%	?	0%	nt	nt	8%	-18%	7
CS(=O)(=O)N(Cc1ccc(C(=O)NC2CCCC2)cc1)c1ccccc1	6%	3%	-8%	-1%	-8%	5%	-2%	-1%	5%	10µM*	16
COc1ccc(O)c(/C=N/NS(=O)(=O)c2ccc(C)cc2)c1	-4%	1%	10%	-2%	0%	-1%	-2%	1%	?	5%	9
COc1ccc(-c2[nH]ncc2-c2nc(C)cs2)c(O)c1	-5%	-5%	11%	-3%	-12%	3%	-4%	2%	-4%	1%	12
Cc1ccc(Cn2c(=O)n(-c3ccccc3)c(=O)c3ccc(C(=O)NCc4ccco4)cc32)cc1	-3%	5%	-1%	1%	6%	1%	-2%	0%	-1%	-46%[inhibitor]	-1
COc1ccc(CCNC(=O)COc2ccc([N+](=O)[O-])cc2)cc1	-2%	-2%	-13%	2%	-4%	2%	-1%	2%	-11%	-18%	5
CCOC(=O)c1c(NC(=O)c2cc3n(n2)C(C(F)(F)F)CC(c2ccccc2)N3)sc(C)c1C (centres undefined)	189%[activator]	-2%	6%	-7%[46.1 µM]	?	13%	-5%	-5%	-6%	22%	-11
C#Cc1ccc([C@@H]2C=C(C(=O)OCC=C)O[C@H](OCCCCO)C2)cc1	1%	20%	6%	-77%	-5%	-12%	nt	3%	-6%	-6%	3
C[C@H](CO)N1C[C@H](C)[C@@H](CN(C)Cc2ccc(-c3ccccc3)cc2)Oc2ccc(NC(=O)Cn3cnnn3)cc2C1=O	-8%	0%	-2%	3%	-17%	-1%	-3%	nt	11%	7%	6

Marked active in a7 integrin act, among the entries above:
structure	S-ASM inh	Eya2 inh	TCR activator	BCR signal inh	TSG101-PTAP inh	Mito fusion yeast	Tb PFK inh	a7 integrin act	TSHR antag
CS(=O)(=O)N(Cc1ccc(C(=O)NC2CCCC2)cc1)c1ccccc1	6%	-8%	-1%	5%	-2%	-1%	5%	10µM*	16

Carrying on.
SMILES	S-ASM inh	A-T KAP1 phos	Eya2 inh	TCR activator	ELG1 repair inh	BCR signal inh	TSG101-PTAP inh	Mito fusion yeast	Tb PFK inh	a7 integrin act	TSHR antag
O=C(OCC(=O)N1CCC(Cc2ccccc2)CC1)c1cncc(Br)c1	-3%	15%	-14%	5%	1%	1%	0%	nt	3%	-16%	nt
COc1ccc(C(=O)NCC(c2cccs2)N2CCc3ccccc32)c(OC)c1 (centres undefined)	-12%	-13%	-43%	-1%	?	9%	-2%	-3%	-7%	4%	15
C=CCn1cc(/C=C2\SC(N3CCOCC3)=NC2=O)c2ccccc21	3%	11%	10%	-5%	-5%	-14%	-3%	12%	1%	-33%	-2
O=C(O)Cc1ccc(NC(=O)Nc2cccc3ccccc23)cc1	2%	4%	12%	0%	-1%	?	-5%	1%	-11%	11%	2
O=C(CCCCCN1C(=O)CCC1=O)Nc1ccc(Br)cc1F	4%	2%	-4%	0%	12%	-1%	-11%	-2%	0%	17%	7
O=C(CNC(=O)c1ccccc1Br)N/N=C/c1ccc(O)cc1	1%	-7%	-4%	1%	2%	0%	0%	?	-1%	-20%	20
CCc1ccc(CNc2ccc3c(c2)ncn3C)cc1	-1%	2%	10%	-7%	?	?	-2%	-8%	5%	-14%	-3
COc1ccc(S(=O)(=O)NC(C)C(=O)NCc2ccccn2)cc1Cl (centres undefined)	1%	-6%	4%	-7%	6%	-9%	1%	2%	-11%	8%	3
COc1ccc(NC(=O)C#Cc2ccccc2)cc1OC	-2%	4%	0%	4%	?	?	1%	-11%	-2%	-43%	-4
COc1ccc(C2CC(=O)C(C=NCCN3CCNCC3)=C(O)C2)cc1OC (centres undefined)	nt	4%	11%	nt	-5%	0%	nt	-2%	-8%	nt	-7
CC1(C)CC(=O)C=C(NCCN2CCN(C(=S)NC3CCCCC3)CC2)C1	5%	-4%	11%	2%	7%	6%	-1%	5%	-1%	1%	0
CCOC(=O)c1sc(=NC(=O)c2ccc(Cl)s2)n(C)c1C	25%	4%	-18%	nt	?	?	0%	7%	3%	3%	-21
CC(=O)N1CCCc2ccc(NS(=O)(=O)c3ccccc3)cc21	7%	nt	-4%	-6%	?	-1%	-4%	-1%	-6%	26%	21
Cc1oc(-c2ccccc2Cl)nc1CS(=O)CC(=O)NCc1ccc(Cl)cc1 (centres undefined)	-4%	-2%	-10%	-1%	-1%	2%	-3%	-5%	-5%	-21%	-6
COc1cccc(NC(=O)c2sc3nc(N4CCOCC4)c4c(c3c2N)CCCC4)c1	-5%	11%	1%	-11%	-6%	?	-4%	-2%	2%	0%	-21

Quoted at random: 2 compounds from above
SMILES	S-ASM inh	A-T KAP1 phos	Eya2 inh	TCR activator	ELG1 repair inh	BCR signal inh	TSG101-PTAP inh	Mito fusion yeast	Tb PFK inh	a7 integrin act	TSHR antag
CCc1ccc(CNc2ccc3c(c2)ncn3C)cc1	-1%	2%	10%	-7%	?	?	-2%	-8%	5%	-14%	-3
O=C(OCC(=O)N1CCC(Cc2ccccc2)CC1)c1cncc(Br)c1	-3%	15%	-14%	5%	1%	1%	0%	nt	3%	-16%	nt

Results in TSHR antag, for two of the compounds above:
molecule	TSHR antag
O=C(CCCCCN1C(=O)CCC1=O)Nc1ccc(Br)cc1F	7
COc1ccc(S(=O)(=O)NC(C)C(=O)NCc2ccccn2)cc1Cl (centres undefined)	3

Not a hit list; 3.2% or so of the library scored in one or more.
